TAAR1 ag – human TAAR1 agonists, primary screen, Fluo-8 calcium fluorescence, CHO RD-HGA16 cells | Trace amine-associated receptor 1 (Homo sapiens), Q96RJ0 | vehicle wells 0%, saturating PEA agonist 100% | activation, % at 3 µM | 360,000 tested, 0.99% active;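 active means activation above the mean activation of all test compounds in the run plus 3 SD, cut at about 38% in these data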
Target sequence (Q96RJ0 whole entry, looked up): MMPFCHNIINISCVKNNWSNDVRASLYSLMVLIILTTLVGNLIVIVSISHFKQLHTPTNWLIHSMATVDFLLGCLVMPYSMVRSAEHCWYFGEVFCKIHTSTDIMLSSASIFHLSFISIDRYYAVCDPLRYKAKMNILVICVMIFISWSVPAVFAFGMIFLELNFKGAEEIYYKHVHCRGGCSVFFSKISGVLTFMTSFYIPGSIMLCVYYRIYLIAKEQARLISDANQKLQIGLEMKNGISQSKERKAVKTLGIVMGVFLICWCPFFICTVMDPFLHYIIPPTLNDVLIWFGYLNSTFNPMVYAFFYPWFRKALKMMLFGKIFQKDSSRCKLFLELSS
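Repeats: no replicates (n 1) | Material: CHO-derived RD-HGA16 cells with stable Gα16 and human TAAR1 | Technique: Kinetic Fluo-8 calcium fluorescence | Schedule: 17-24 h seeding, 75 min 37 °C dye, 30 min RT | Evaluation: % activation from peak over basal fluorescence ratio, DMSO-to-PEA scaled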
TAAR1 antagonist – human TAAR1 antagonists, primary screen, Fluo-8 calcium fluorescence, CHO RD-HGA16 cells; Trace amine-associated receptor 1 (Homo sapiens), Q96RJ0; antagonist; inhibition, % at 3 µM; 360,000 tested, 1.5% active; AID 624466, 2012;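 active means inhibition above a per-plate cutoff, the mean inhibition of test compounds on that plate plus 3 SD, cut at about 49% in these data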;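 further: 0% = DMSO plus EC80 beta-PEA response and 100% = DMSO alone without agonist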
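Assay system: CHO-derived RD-HGA16 cells stably expressing human TAAR1 plus Gα16. Timing: 140 s kinetic read after compound, 140 s after agonist. Technique: kinetic Fluo-8 calcium fluorescence measurement. Measure: % inhibition of agonist calcium response.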
CRFR2-BP ag – agonists of CRF-BP/CRF-R2 complex, primary screen, cell-based, HEK293, calcium dye fluorescence, uHTS | CRF-binding protein / CRF receptor 2 complex (human) | calcium dye fluorescence (FLIPR); percent of saturating CRF peptide response | activation, % at 13.2 µM | 350,000 tested, 0.46% active | AID 588473, 2011;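 active means activation of at least 50%, plus an integration ratio under a set limit after plate pattern correction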;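 further: plate controls were neutral control wells without compound for no effect and CRF at EC100 for full effect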
CHRM5 PAM – human M5 muscarinic receptor positive allosteric modulators, primary screen, CHO-K1 cells, Fluo-8 calcium fluorescence | Muscarinic acetylcholine receptor M5 (Homo sapiens), P08912 | CHO-K1 hM5, ACh EC20 PAM; 0% = ACh EC20, 100% = ACh EC100 | activation, % at 3 µM | 360,000 tested, 0.3% active | AID 624038, 2012;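 active means activation above the run cutoff, the mean activation of all test compounds plus 3 SD, cut at about 18% in these data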
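Assay system: CHO-K1 hM5 cells. Also added: acetylcholine at EC20 concentration, added after compound. Dosing: 3 µM, single dose. Times: compound preincubation 140 s before EC20 acetylcholine addition. Signal: Fluo-8 calcium fluorescence. Measure: % activation relative to EC20 and EC100 ACh responses. Repeats: singlicate, one well per test compound.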
CRFR2-BP antag – antagonists of CRF-BP/CRF-R2 complex, primary screen, cell-based, HEK293, calcium dye fluorescence, uHTS; CRF-induced calcium fluorescence; inhibition, % at 11.8 µM; 350,000 tested, 0.59% active;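 active means inhibition of the ligand-induced calcium signal above about 50% at the single tested concentration, limit read from the data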
M5 antag – human M5 muscarinic receptor antagonists, primary screen, CHO cells, Fluo-8 calcium fluorescence; AID 624040, 2012; CHO-hM5 cells, ACh EC80; inhibition, % at 3 µM; 360,000 tested, 0.59% active;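 active means inhibition above a per-plate cutoff, the mean of that plate's test compounds plus 3 SD, cut at about 27% in these data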;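 further: 0% = acetylcholine EC80 with DMSO and 100% = DMSO without agonist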
CHRM4 PAM – human M4 muscarinic receptor positive allosteric modulators, primary screen, CHO-K1 cells, Fluo-8 calcium fluorescence; CHO-K1 hM4/Gqi5, ACh EC20; 0% = ACh EC20, 100% = maximal ACh; AID 624126, 2012; 360,000 tested, 0.4% active; activation, % at 3 µM; Muscarinic acetylcholine receptor M4 (Homo sapiens), P08173;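 active means activation above its plate's cutoff, the mean activation of sample wells plus 3 SD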; further: some results filed as inactive read as strong as hits
Target sequence (P08173 whole entry, looked up): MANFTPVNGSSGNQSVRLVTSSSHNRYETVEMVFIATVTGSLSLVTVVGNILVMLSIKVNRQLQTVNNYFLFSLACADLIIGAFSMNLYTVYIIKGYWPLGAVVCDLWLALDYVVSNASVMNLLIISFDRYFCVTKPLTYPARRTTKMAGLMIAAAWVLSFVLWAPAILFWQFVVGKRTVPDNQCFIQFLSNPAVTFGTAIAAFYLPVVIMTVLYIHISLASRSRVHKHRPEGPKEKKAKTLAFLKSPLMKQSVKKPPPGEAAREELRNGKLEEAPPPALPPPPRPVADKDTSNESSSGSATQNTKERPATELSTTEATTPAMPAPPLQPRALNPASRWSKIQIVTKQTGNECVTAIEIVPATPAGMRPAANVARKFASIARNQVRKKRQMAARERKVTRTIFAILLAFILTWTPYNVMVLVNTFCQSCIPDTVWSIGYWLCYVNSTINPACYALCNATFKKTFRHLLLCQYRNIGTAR
CHRM5 agonist – human M5 muscarinic receptor agonists, primary screen, CHO-K1 cells, Fluo-8 calcium fluorescence | activation, % at 3 µM | AID 624037, 2012 | CHO-K1 hM5 cells; 0% DMSO wells, 100% maximal acetylcholine response | 360,000 tested, 0.19% active;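 active means activation above the run's mean over test compounds plus 3 SD, cut at about 23% in these data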;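 further: signal is peak over basal fluorescence ratio across the kinetic read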
CHO-K1 Ca PAM – nonselective calcium activators in parental CHO-K1 cells, primary screen, counter-screen for M1 PAM project, cell-based, Fluo-8 calcium fluorescence, full deck, 1536-well; activation, % at 3 µM; ATP EC20; 0% at ATP EC20, 100% at ATP max; 360,000 tested, 0.02% active; AID 602247, 2012;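 active means activation above the run cutoff, the mean activation of all test compounds plus 3 SD, cut at about 40% in these data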;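 further: peak over basal fluorescence ratio in a 140 s read after ATP addition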
* marks the source's active call; other numbers are inactive results; / = not tested or not shown.

SMILES	TAAR1 ag	TAAR1 antagonist	CRFR2-BP ag	CHRM5 PAM	CRFR2-BP antag	M5 antag	CHRM4 PAM	CHRM5 agonist	CHO-K1 Ca PAM
CCOC(=O)N1CCN(c2ccc(C(C)=O)cc2F)CC1	1	18	-1.3	-3	0	3	0	-2	10
CC1CN(C(=O)CCc2cc(C(C)(C)C)c(O)c(C(C)(C)C)c2)CC(C)O1 (stereo not drawn)	3	-23	-1.2	-2	11	20	-3	-4	-6
O=c1[nH]c(-c2ccccn2)nc(C(F)(F)F)c1Br	4	-13	-1.1	0	-5	2	3	-1	12
CC(C)C(O)C1CCN(Cc2nc(Cc3ccccc3Cl)no2)CC1 (stereo not drawn)	6	-27	1.5	-4	-8	2	-7	1	-2
N#Cc1ccc(-c2csc(NC3=NCCCCC3)n2)cc1	-4	-1	-12	2	48	-14	12	-5	11
O=C(O)c1cc(N2CCCC2)ccn1	2	-29	-2.2	-8	1	-4	7	-3	6
O=C(CN1CCOCC1)Nc1c(C(=O)C2CC2)oc2ccccc12	4	6	-0.7	3	4	2	4	0	4
CCC1CCCCN1C(=O)COc1ccc(S(=O)(=O)N2CCOCC2)cc1Cl (stereo not drawn)	2	2	0.9	7	-2	8	-1	-1	2
Cc1ccc(OCCCC(=O)Nc2ccccc2C(F)(F)F)cc1	-2	-1	0.1	-9	-7	2	12	-5	6
Cc1cc(C)n(-c2cc(N3CCOCC3)nc(-c3ccccc3)n2)n1	24	-31	-0.8	4	-23	-3	3	1	22
O=C1C(Cl)=C(NCC2CCCO2)C(=O)N1c1cccc(Cl)c1Cl (stereo not drawn)	6	22	-0.7	-7	-45	-4	-3	-2	9
O=C(c1ccco1)N1CCN(C(=S)NC2CC3CCC2C3)CC1 (stereo not drawn)	3	3	-0.6	-6	2	18	-14	-7	19
COc1ccc2[nH]c3c(c2c1)CCN1C(=O)C(CC(=O)NCCCN(C)C)C[C@H](C(=O)N2CCOCC2)[C@@]31CCC1CCCC1 (stereo partly drawn)	6	-35	-1.7	1	4	-7	5	-1	22
O=C1C=C(c2cccc3c2sc2ccccc23)C[C@@H](c2ccc(F)cc2)C1	8	-3	3.8	2	2	4	-1	5	-16
O=C1CCC(=O)N1OCCOc1ccccc1	0	-3	1.4	9	15	0	12	-1	9
CC1CCC2(CC1)NC(=O)N(CC(=O)Nc1nc(-c3ccc(F)cc3)cs1)C2=O (stereo not drawn)	4	4	0.1	3	0	2	20	0	-7
COc1ccccc1C(CNC(=O)C(C)(C)Oc1ccc(Cl)cc1)N1CCCC1 (stereo not drawn)	0	11	-1.8	-32	2	72*	-16	-8	-2
C=C1C(=O)O[C@@H]2C[C@@H](C)[C@@H]3C=CC(=O)[C@@]3(C)[C@@H](OC(C)=O)[C@H]12	1	20	-1.0	/	41	/	/	/	/
O=C(CC1C(=O)NCCN1CC1CCCCC1)NCc1cc(F)ccc1F (stereo not drawn)	3	-2	1.1	-15	-12	27*	5	-1	5
CCC(C)NC(=O)C1CCCN(c2nc(C)cc(OC)n2)C1 (stereo not drawn)	9	-1	-3.2	20*	2	-17	25*	-7	17
O=C(Nc1ccc2c(c1)OCCO2)C(c1ccnc2ccccc12)N1CCN(c2ccc(C(F)(F)F)cn2)CC1 (stereo not drawn)	4	-2	/	15	/	8	-2	14	23
COc1oc(-c2ccc(Cl)cc2)nc1C(F)(F)F	0	21	0.3	5	-7	-2	5	-1	8
Cc1cc(C)cc(OC(C)C(=O)Nc2ccccc2C(=O)NCc2cccnc2)c1 (stereo not drawn)	5	18	-2.1	1	-1	11	-6	0	-10
C/C(=N\Nc1nc2ccccc2s1)c1ccc(Br)s1	4	5	1.4	-5	-18	9	-8	-1	13
Cc1[nH]n(-c2ccccc2)c(=O)c1C=Nc1cccc2cccnc12	2	10	1.2	-11	16	18	-5	-4	-9
COc1ccc(C(O)c2ncc(-c3ccc(Cl)cc3)[nH]2)cc1 (stereo not drawn)	4	-12	/	6	/	-6	-2	-1	9
COC(=O)C1(C(=O)OC)C[C@H](/C=C/c2ccccc2)N(Cc2ccccc2OC)[C@@H]1c1ccc(F)cc1	0	-42	/	-7	/	0	-10	0	/
CN(Cc1ccc(CNC[C@H]2O[C@@H](n3cnc4c(N)ncnc43)[C@H](O)[C@@H]2O)o1)S(C)(=O)=O	2	-15	-0.1	1	16	-3	0	-1	-9
Cc1cc(=O)oc2cc(OCC(=O)OCC(=O)Nc3ccccc3Br)ccc12	3	-11	1.3	1	1	6	2	2	7
COc1cc2c(cc1OC)CN(CC(=O)Nc1ccc(S(=O)(=O)N3CCCC3)cc1)CC2	3	-6	-1.8	3	2	-4	-2	-8	5
Cc1cccc(N2C(=O)C(O)=C(C(=O)c3cccs3)C2c2cccc(Oc3ccccc3)c2)n1 (stereo not drawn)	-2	-7	-2.2	10	8	-5	-1	-5	13
CC(C)Cn1c2c(c(O)c(C(=O)Nn3c(Cc4ccccc4)nc4ccccc4c3=O)c1=O)CCCC2	2	-11	-0.4	-3	-10	10	13	-3	9
NC(=O)c1ccccc1-c1nc(-c2ccccc2)no1	6	-2	-0.5	3	-1	1	-6	-3	17
CCN(Cc1ccc(C#CCCO)cc1)CC1CCCN(CCc2cccc(F)c2)C1 (stereo not drawn)	3	9	0.8	-31	-2	1	-13	-22	2
CN1CCN(C(=O)OC2CC3CC2[C@H]2CCCCN2C3=O)CC1 (stereo partly drawn)	1	-5	/	3	/	-7	8	-4	16
CC(C)OP(=O)(OC(C)C)C(NC(=O)c1ccccc1Br)C(N)=O (stereo not drawn)	9	6	1.5	-6	49	12	-6	-2	11
CC(C)CN1CC(=O)N2C(c3ccccc3)c3[nH]c4ccccc4c3C[C@H]2C1=O (stereo partly drawn)	36	61*	28	-8	-16	12	-10	7	8
Cc1nn(-c2ccccc2)c(C)c1NC(=O)COC(=O)C1CC(=O)N(CCc2ccccc2)C1 (stereo not drawn)	3	9	-1.4	5	13	-1	10	-2	8
NC(=O)c1ccc(NC(=O)CCc2nc3sc4c(c3c(=O)[nH]2)CCCC4)cc1	0	-5	-2.8	-1	3	-2	10	0	-11
CC1(C)Cc2nc3nc(SCC(=O)Nc4ccccc4)nc(N)c3cc2CO1	2	26	-0.9	4	2	1	7	-3	-1

5 entries from above, sorted by SMILES length, high to low:
SMILES	TAAR1 ag	TAAR1 antagonist	CRFR2-BP ag	CHRM5 PAM	CRFR2-BP antag	M5 antag	CHRM4 PAM	CHRM5 agonist	CHO-K1 Ca PAM
Cc1cccc(N2C(=O)C(O)=C(C(=O)c3cccs3)C2c2cccc(Oc3ccccc3)c2)n1 (stereo not drawn)	-2	-7	-2.2	10	8	-5	-1	-5	13
CC(C)CN1CC(=O)N2C(c3ccccc3)c3[nH]c4ccccc4c3C[C@H]2C1=O (stereo partly drawn)	36	61*	28	-8	-16	12	-10	7	8
CC1(C)Cc2nc3nc(SCC(=O)Nc4ccccc4)nc(N)c3cc2CO1	2	26	-0.9	4	2	1	7	-3	-1
COc1ccc(C(O)c2ncc(-c3ccc(Cl)cc3)[nH]2)cc1 (stereo not drawn)	4	-12	/	6	/	-6	-2	-1	9
NC(=O)c1ccccc1-c1nc(-c2ccccc2)no1	6	-2	-0.5	3	-1	1	-6	-3	17

Next entries.
SMILES	TAAR1 ag	TAAR1 antagonist	CRFR2-BP ag	CHRM5 PAM	CRFR2-BP antag	M5 antag	CHRM4 PAM	CHRM5 agonist	CHO-K1 Ca PAM
COc1ccccc1N1CCN(S(=O)(=O)c2c(C)ccc3nsnc23)CC1	7	12	-1.6	-11	14	16	-4	0	14
O=C(COC(=O)c1ccccc1SCC(=O)N1CCCC1)NCc1ccccc1	1	-9	-2.5	3	1	3	0	-3	6
COc1ccccc1/C=N/N1CCN(Cc2ccccc2Cl)CC1	4	-5	-1.1	7	0	0	-2	-4	24
CCCCN(CC)S(=O)(=O)N1CCC(C(=O)NCc2ccc(F)cc2)CC1	14	-3	-0.3	-3	5	-7	-3	5	-11
CCOc1ccc(NCc2nc3ccccc3n2CCOc2ccccc2)cc1	4	19	2.8	-9	12	5	-21	-3	3
O=c1c2ccccc2c2ccccc2c(=O)n1Cc1cccnc1	3	-1	0.6	0	18	7	4	-2	7
Cc1ccc(-n2cccc2/C=C2/C(=N)N3C(=NC2=O)SN=C3S(C)(=O)=O)cc1	6	26	-1.6	0	34	6	1	1	15
NS(=O)(=O)c1ccc(O)c(NC(=O)c2ccc([N+](=O)[O-])cc2)c1	3	-17	-1.0	9	-2	-5	12	0	-6
Cc1cc(C)cc(NC(=O)C2CCCN2S(=O)(=O)c2cccc3cccnc23)c1 (stereo not drawn)	27	-11	-0.8	3	-6	3	1	10	15
O=C(NCc1cccs1)C(=O)NCC1OCCCN1S(=O)(=O)c1ccc(F)cc1 (stereo not drawn)	0	9	-1.0	-3	-8	2	-4	-1	17
CCCCc1ccc(NC(=O)CSc2nc(=O)n(CCN3CCOCC3)c3c2CCC3)cc1	2	-26	2.9	2	4	-3	5	-4	11
O=C(CCl)N1CCN2C(=O)c3ccccc3C12c1ccc(Cl)cc1 (stereo not drawn)	2	8	0.5	-2	-10	9	-4	0	7
Cc1ccc(CNC(=O)c2ccc(NC3=NC4CS(=O)(=O)CC4S3)cc2)cc1 (stereo not drawn)	0	-6	-2.7	-10	3	10	-4	4	13
COc1ccc(C)cc1-n1nnnc1SCc1nc2ccccc2s1	16	54*	9.5	-15	1	10	-9	-2	19
COc1ccc(CCNC(=O)c2ccc(NC(=O)CC3SC(N4CCCC4)=NC3=O)cc2)cc1OC (stereo not drawn)	17	-29	1.7	11	-4	-3	16	7	-5
COc1ccc(-c2ccc(C(=O)NCc3ccccc3)c3occc23)c(C)c1	1	25	/	-8	/	3	-2	-1	10
CN(C)C(CNC(=O)/C=C/c1cccc(Cl)c1)c1ccccc1 (stereo not drawn)	0	-18	6.5	-4	-22	15	1	-13	13
CSc1ccc(C(O)c2ncc(-c3cccc(F)c3)[nH]2)cc1 (stereo not drawn)	6	-19	/	-6	/	3	4	4	3
CC(=O)Nc1ccc(NC(=O)c2ccccc2S(=O)(=O)c2ccccc2[N+](=O)[O-])cc1	3	3	2.5	-3	-4	1	-4	-1	18
Cc1ccc(OCC(=O)NCC2CCCO2)c(C)c1 (stereo not drawn)	1	-15	-1.3	8	0	-8	0	-1	9
Cc1ccc(OC(=O)C(C)c2cccc(C(=O)c3ccccc3)c2)cc1 (stereo not drawn)	5	15	0.7	-3	26	-5	2	-1	23

High-throughput results (PubChem BioAssay)
